Vif imaging = HIV Vif inhibition; HEK293T cells, Vif self-association by quenched fluorescence, imaging, 24 h; inhibition, % at 7.49 µM; 340,000 tested, 0.35% active; in the data active = inhibition above about 50%, passing the limit was not always enough; also: some results filed as inactive read as strong as hits
MITF TRPM1 inh = inhibitors of MITF-driven TRPM1 promoter in melanoma cells; 330,000 tested, 0.83% active; AID 488899; inhibition, % at 12.5 µM; SK-MEL-5 TRPM1 promoter luciferase, 24 h;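 active = mean inhibition across replicates of 60% or more, whatever share of single replicates reaches that level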; also: values of inactives mirror those of a sister screen read the other way
PDI inh = blocks human protein disulfide isomerase activity. inhibition, % at 10 µM. P07237. 350,000 tested, 0.052% active. PDI insulin aggregation turbidity, A650, 90 min;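 active = mean inhibition across replicates of 30% or more, whatever share of single replicates reach that level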;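 also: absorbance from insulin aggregation driven by PDI reduction with DTT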
Target sequence (P07237 whole entry, looked up): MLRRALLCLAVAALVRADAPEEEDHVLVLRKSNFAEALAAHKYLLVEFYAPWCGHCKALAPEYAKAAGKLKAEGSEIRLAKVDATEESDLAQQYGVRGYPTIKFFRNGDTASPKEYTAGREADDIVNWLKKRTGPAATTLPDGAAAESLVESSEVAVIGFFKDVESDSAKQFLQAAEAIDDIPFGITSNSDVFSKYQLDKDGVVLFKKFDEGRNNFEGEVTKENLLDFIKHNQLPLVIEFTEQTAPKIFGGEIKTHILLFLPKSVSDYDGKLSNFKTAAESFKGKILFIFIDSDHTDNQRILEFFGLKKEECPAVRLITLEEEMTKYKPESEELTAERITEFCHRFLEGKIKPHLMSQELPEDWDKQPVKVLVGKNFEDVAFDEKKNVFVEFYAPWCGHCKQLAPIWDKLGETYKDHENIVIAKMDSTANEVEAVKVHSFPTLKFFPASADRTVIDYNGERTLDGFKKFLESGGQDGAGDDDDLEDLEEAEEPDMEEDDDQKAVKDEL
NR2E3 ag-1 = activates human NR2E3 receptor | Q9Y5X4 | CHO-S Gal4-NCOR/VP16-NR2E3 two-hybrid, luciferase | inhibition of corepressor binding, % at 3.98 µM | 360,000 tested, 0.35% active | AID 602229;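 active = inhibition above the mean of all tested compounds plus 3 SD, cut at about 70% in these data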;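 also: 0% = DMSO with NR2E3 transfected cells and 100% = cells lacking NR2E3 construct; higher means lower luciferase signal from less NR2E3 corepressor binding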
Target sequence (Q9Y5X4 whole entry, looked up, the tested form may be a part): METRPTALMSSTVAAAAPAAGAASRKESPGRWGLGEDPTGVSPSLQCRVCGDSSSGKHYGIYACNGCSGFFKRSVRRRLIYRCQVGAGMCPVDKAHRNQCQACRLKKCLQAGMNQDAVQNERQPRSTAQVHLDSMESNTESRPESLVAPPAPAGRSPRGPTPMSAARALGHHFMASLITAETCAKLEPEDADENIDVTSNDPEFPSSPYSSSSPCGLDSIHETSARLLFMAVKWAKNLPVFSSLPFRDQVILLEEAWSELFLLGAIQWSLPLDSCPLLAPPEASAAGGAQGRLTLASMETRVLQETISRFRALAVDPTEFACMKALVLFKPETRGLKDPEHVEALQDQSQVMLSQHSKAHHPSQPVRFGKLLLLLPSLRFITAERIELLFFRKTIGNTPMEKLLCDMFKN
NR2E3 ag-2 = NR2E3 (human) agonism; AID 2300; inhibition of corepressor binding, % at 4.78 µM; 320,000 tested, 0.12% active; GST-NR2E3/biotin-RetCOR TR-FRET, 1536-well;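 active = percent inhibition above the cutoff of mean plus 3 SD of all tested compounds, set per screening campaign, cut at about 20% in these data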;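 also: 0% = DMSO wells and 100% = biotin wells as full block of FRET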
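Material: NR2E3–RetCOR corepressor complex / Amount: 1.35 nM GST-NR2E3 / Medium: Tris pH 7.5 / Compound: single nominal compound dose of 4.8 µM / Incubation: 5 h at 4 °C / Technique: TR-FRET, Eu(K)-anti-GST donor, streptavidin-D2 acceptor, ex 340, em 617/671 nm / Read-out basis: percent loss of FRET ratio relative to control wells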
CF NFkB block = inhibitors of cystic fibrosis induced NF-kB; KKLEB NF-kB-GFP reporter, PAF-induced, GFP fluorescence overnight; inhibition, % at 5 µM; 360,000 tested, 0.86% active;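 active = at least 50% inhibition at 5 µM, scaled per plate between neutral and stimulator controls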;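 also: PAF is a Pseudomonas aeruginosa culture filtrate used as stimulus; plate controls were PAF-stimulated DMSO wells for no effect and unstimulated DMSO wells for full effect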
CaV13 FRET inh = Primary screen for inhibitors of IQ motif and Ca2+-dependent inactivation inhibitor domain binding in CACNA1D, Förster resonance energy transfer in living cells, … | HEK cells, CFP/YFP FRET ICDI-IQ, plate reader, 10 min; percent FRET-ratio fall versus neutral wells | inhibition, % at 12.3 µM | 340,000 tested, 0.098% active;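 active = mean replicate inhibition of at least 30% and at least 1% of replicates passing that level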;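 also: 0% = median of the neutral control wells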
Shn3 inh set2 = Schnurri-3 reporter inhibition in Clone20 osteoblasts; inhibition, % at 12.5 µM; Clone20 osteoblast Shn3 3'UTR firefly luciferase, 24 h; AID 588674; 360,000 tested, 0.52% active;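 active = mean inhibition of at least 75% with every replicate also reaching 75%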;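 also: 0% = median of neutral control wells and 100% = pilot-screen positive control compound; some compounds past the cut are filed as inactive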
HIF-2a inh = HIF-2a inhibition. 786-0 RCC cells HIF-2a reporter, luciferase luminescence, overnight. AID 624352. 360,000 tested, 0.72% active. inhibition, % at 18.8 µM;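 active = inhibition of the luminescence signal of 40% or more relative to plate controls, in a single-dose primary screen at 18.75 µM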
KKLEB cytotox = reduces viability of KKLEB cystic fibrosis airway cells | activity change (cytotoxicity), % at 5 µM | 360,000 tested, 0.36% active | KKLEB CF airway cells viability, ATPlite luminescence, overnight; active compounds read low; cells stimulated with P. aeruginosa culture filtrate;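 active = corrected activity change at or below -50% at 5 µM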
Peg3 prom inh = inhibitors of Peg3 promoter | inhibition, % at 20 µM | 360,000 tested, 1.7% active | HeLa PEG-Prom luciferase reporter, luminescence, overnight | AID 588405;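 active = inhibition of at least 50% at 20 µM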
An asterisk follows results filed as active; . = no result given.

SMILES	Vif imaging	MITF TRPM1 inh	PDI inh	NR2E3 ag-1	NR2E3 ag-2	CF NFkB block	CaV13 FRET inh	Shn3 inh set2	HIF-2a inh	KKLEB cytotox	Peg3 prom inh
CCc1ccc(OCC(=O)O/N=C(\N)Cc2ccc([N+](=O)[O-])cc2)cc1	.	-1	-8	-23	6	2	-5	-23	-12	-2	-23
CC(=O)c1cc(C#N)c(SCC(=O)O)nc1C	.	-8	1	-19	3	-2	-5	7	7	2	-2
CCCCOc1ccc(-c2nnc(-c3ccncc3)o2)cc1	-9	-53	-4	-90	-3	-9	-4	-35	-206	9	-217
CCc1nnc(NS(=O)(=O)c2ccc(NC(=S)NC(=O)c3ccc(F)cc3)cc2)s1	6	6	0	-15	-2	6	-3	-4	13	-1	13
CC(C)c1onc(C(=O)N(C)Cc2ccccc2)c1[N+](=O)[O-]	-5	-10	5	-5	0	6	-3	2	13	-4	-53
CCCn1c(SCC(=O)Nc2nc(-c3ccc(OC)cc3)cs2)nc2c1c(=O)n(C)c(=O)n2C	-1	7	5	-12	-1	28	-5	39	8	-15	12
Cc1nn(C(=O)c2cccs2)c(C)c1CN1C(=O)c2ccccc2C1=O	8	20	8	2	-4	-4	-7	12	4	-18	38
S=C(NCc1ccccc1)NCc1ccc(CNC(=S)NCc2ccccc2)cc1	-2	18	-10	4	2	-4	-4	23	13	-2	21
O=C1C2CCCCC2C(=O)N1c1cccc(OS(=O)(=O)c2ccccc2)c1 (stereo unspecified)	-5	0	-6	-15	-1	-19	-1	-20	12	10	7
CCC(=O)c1c[nH]c(C(=O)NCc2ccccc2OC)c1	6	4	3	-44	-1	-6	-19	2	16	0	-2
COc1ccc(C2CC(c3ccccc3Cl)=NN2c2ccc(S(N)(=O)=O)cc2)cc1 (stereo unspecified)	15	-6	7	-30	.	2	-6	-4	2	35	25
CCNc1nc(SCC(=O)OC)nc(N2CCOCC2)n1	-1	3	-9	-16	3	9	.	4	16	-17	16
Cn1c(SCC(=O)NC(=O)NCc2ccco2)nnc1C(F)(F)F	-2	-4	2	-15	-3	-13	.	5	12	14	2
CC(C)c1ccc(S(=O)(=O)N2CCN(C(=O)CCc3nc4ccccc4c(=O)[nH]3)CC2)cc1	23	.	-1	9	.	28	-12	-11	5	-16	-1
O=C(c1cc(-c2ccccn2)nc2c(Cl)cccc12)N1CCN(S(=O)(=O)c2ccccc2)CC1	10	8	-13	6	-4	6	-5	8	25	2	34
CC(C)=C(NC(=O)c1ccccc1)C(=O)NCCc1nc2ccccc2[nH]1	27	2	2	-9	5	-17	-3	0	8	14	9
Cc1ccc2cc(CN(c3cccc(C)c3C)S(=O)(=O)c3ccccc3)c(=O)[nH]c2c1	-2	7	3	-25	0	-34	-2	-7	-16	-2	2
CC(Oc1ccccc1F)c1ccnc2nc(/N=C/N(C)C)nn12 (stereo unspecified)	-5	-4	2	-11	0	-3	1	16	21	-3	9
O=C(COC(=O)Cc1ccc(Br)cc1)Nc1ccc(Cl)cn1	-6	.	-5	-3	.	2	-4	-14	12	9	3
O=C(C1CCCN1S(=O)(=O)c1ccc(Cl)c(Cl)c1)N1CCCCC1 (stereo unspecified)	8	-6	-3	1	2	12	0	-10	12	-11	15
CCN1CCc2c(sc(NC(=O)COc3ccccc3)c2C(=O)OC)C1	-4	-9	3	2	5	-54	-6	3	-3	2	-12
O=S(=O)(c1ccccc1Br)N1CCN(c2ncccn2)CC1	9	-12	-8	-45	2	-15	-8	17	13	8	26
CS(=O)(=O)N(CC(=O)NCCSCc1cccc(Cl)c1)c1ccc2c(c1)OCO2	-4	5	-12	-27	-2	-12	-6	2	17	4	2
Cc1cc2c(N=NC(=O)CCc3ccccc3)c(O)[nH]c2cc1Br	.	-5	-1	15	1	-18	-5	26	5	2	-2
COc1ccc(S(=O)(=O)N(CC(=O)NCC2CCCO2)c2ccccc2)cc1OC (stereo unspecified)	5	2	4	-13	3	-4	-6	1	4	0	-1

Seven compounds drawn at random from those above:
SMILES	Vif imaging	MITF TRPM1 inh	PDI inh	NR2E3 ag-1	NR2E3 ag-2	CF NFkB block	CaV13 FRET inh	Shn3 inh set2	HIF-2a inh	KKLEB cytotox	Peg3 prom inh
CCCCOc1ccc(-c2nnc(-c3ccncc3)o2)cc1	-9	-53	-4	-90	-3	-9	-4	-35	-206	9	-217
CCCn1c(SCC(=O)Nc2nc(-c3ccc(OC)cc3)cs2)nc2c1c(=O)n(C)c(=O)n2C	-1	7	5	-12	-1	28	-5	39	8	-15	12
CCN1CCc2c(sc(NC(=O)COc3ccccc3)c2C(=O)OC)C1	-4	-9	3	2	5	-54	-6	3	-3	2	-12
O=C(C1CCCN1S(=O)(=O)c1ccc(Cl)c(Cl)c1)N1CCCCC1 (stereo unspecified)	8	-6	-3	1	2	12	0	-10	12	-11	15
COc1ccc(S(=O)(=O)N(CC(=O)NCC2CCCO2)c2ccccc2)cc1OC (stereo unspecified)	5	2	4	-13	3	-4	-6	1	4	0	-1
O=C(COC(=O)Cc1ccc(Br)cc1)Nc1ccc(Cl)cn1	-6	.	-5	-3	.	2	-4	-14	12	9	3
COc1ccc(C2CC(c3ccccc3Cl)=NN2c2ccc(S(N)(=O)=O)cc2)cc1 (stereo unspecified)	15	-6	7	-30	.	2	-6	-4	2	35	25

The list continues:
SMILES	Vif imaging	MITF TRPM1 inh	PDI inh	NR2E3 ag-1	NR2E3 ag-2	CF NFkB block	CaV13 FRET inh	Shn3 inh set2	HIF-2a inh	KKLEB cytotox	Peg3 prom inh
CCn1c(SCC(=O)N/N=C/c2ccc(C)o2)nnc1-c1ccccc1	-15	2	6	14	0	17	-4	0	12	-2	36
CCOc1ccc(NC(=O)[C@@H](NC(=O)c2ccco2)C(C)C)cc1	-10	13	0	-31	-7	-16	-17	15	0	9	11
Cc1cc(C2C(C#N)=C(N)SC(N)=C2C#N)c(C)s1	-5	12	-5	7	24*	-18	.	1	22	0	14
O=C(NCCCN=C1NS(=O)(=O)c2ccccc21)c1ccncc1	5	0	-4	0	-2	-6	-8	4	0	4	-16
COC(=O)CCC(=O)Nc1ccccc1C(N)=O	-14	5	0	9	0	1	-3	0	-4	-4	-1
CCOC(=O)c1nn(-c2ccc(C)cc2)c2nc(Nc3ccccc3)cc(=O)n12	17	6	-3	-16	3	4	.	7	-11	-6	13
N/C(=N\OC(=O)C12CC3CC(CC(C3)C1)C2)c1cccnc1	-2	-18	-3	1	1	17	-8	-34	-121	-1	-65
Cc1cccc(CN2CCN(C(=O)c3ccccc3F)CC2)c1	-2	17	-1	-11	-2	8	-1	7	17	5	9
OCC1(CCc2ccccc2)CCN(Cc2cc(Cl)ccc2O)CC1	-15	7	8	-19	0	17	-5	4	11	1	11
CN(C)Cc1c(OC(=O)c2ccc(N)cc2)ccc2ccccc12	1	4	-7	1	.	12	-7	3	-29	-2	-51
COC(=O)c1ccccc1NC(=O)COc1ccc2c(c1)OCO2	-8	-10	-3	-23	5	-27	-6	-11	-52	17	-26
Cc1oc2c(CN3CCCC(C)C3)c(O)ccc2c(=O)c1-c1ccccc1 (stereo unspecified)	-9	-13	1	-26	1	-5	-1	-6	8	3	11
O=c1n(-c2ccccc2)c(=O)n2n1CC(O)C2	-4	-5	2	-5	-2	-10	6	-10	18	2	0
O=C(C1CC(=O)N(c2ccc3c(c2)OCCO3)C1)N1CCN(c2cccc(C(F)(F)F)c2)CC1 (stereo unspecified)	8	20	13	-17	0	-3	-6	-11	12	14	15
CCN1C(=O)/C(=C\N2CCN(c3ccc(F)cc3)CC2)SC1=S	1	-17	-3	-16	2	12	-8	15	-63	-2	6
O=C(Nc1ccc(C(F)(F)F)cc1)C1(c2ccccc2)CC1	.	-8	10	18	3	11	-4	-10	-16	-6	-8
CCOc1ccc(-c2cc(C(=O)NCc3ccccc3)[nH]n2)c(C)c1	-1	.	1	13	.	-14	-10	8	-88	19	-51
Cn1c(N)c(C(=O)c2cc(-c3ccccc3)nc3ccccc23)c(=O)n(C)c1=O	12	-14	-4	-18	3	0	-1	-26	-88	2	-65
COc1cc(OC)cc(C(=O)N[C@H](C(=O)OCC(=O)NC(=O)NC(C)(C)C)C(C)C)c1	-3	-2	-6	-8	0	7	2	-5	19	-14	12
Cc1ccc(C)c(NC(=O)c2cnn(-c3ccccc3)c2C)c1	-7	-38	-4	-56	6	21	-6	-54	-196	-18	-155
Cc1nn(Cc2ccccc2)c(C)c1NC(=O)c1cc(-c2cccs2)on1	6	8	-6	21	-3	-15	-2	42	23	3	14
CCN(CC)C(=O)c1c(C)[nH]c(=S)c(C#N)c1-c1ccco1	6	-3	2	-19	2	4	-16	-11	19	-4	-3
CCCCN(C(=O)c1ccco1)c1c(N)n(CCC)c(=O)[nH]c1=O	-4	-14	-3	-4	-1	-10	-15	-7	14	6	8
COc1ccc(NC(=O)c2noc3c2CCCCC3)cc1	-3	-55	11	-147	1	-10	-4	-46	-289	11	-340
OC(c1ccc(F)c(F)c1)c1nc(-c2csc3ccccc23)cs1 (stereo unspecified)	6	.	-4	5	.	19	-4	-1	-57	-12	-11
Cc1cc(N2CCCCC2)n2nc(C)c(-c3ccccc3)c2n1	-7	-25	-6	-59	3	8	-4	-13	-94	-14	-59
c1ccc2c(c1)[nH]c1c(N3CCCC3)ncnc12	-12	5	-1	63	-6	-33	0	72	14	11	6

Screening data as filed in PubChem BioAssay.
